# Source: PubChem (The Scripps Research Institute Molecular Screening Center)
# TEAD-YAP block: TEAD-YAP interaction inhibition, primary screen, TEAD-YAP interaction inhibitor project, luminescence, HEK-TIYL cells | TEAD-Gal4/YAP UAS-luciferase luminescence | inhibition, % at 9.12 µM | 1.4% of 640,000 active | AID 1259422, 2018; in the data active = inhibition above about 32%;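 note: 0% = median of test compound wells and 100% = reference inhibitor wells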
# FBW7 act: FBW7 E3 ligase activators, primary screen, biochemical, AlphaScreen, human | F-box/WD repeat-containing protein 7 (Homo sapiens), Q969H0 | AlphaScreen FBW7–phospho-cyclin E peptide binding, activator screen | normalized activity (activation), % at 26.1 µM | 0.13% of 650,000 active | AID 1259310, 2017; in the data active = normalized activity above about 1.9%;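 note: purified mutant Fbw7 with reduced substrate affinity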
# Target sequence (Q969H0 whole entry, looked up): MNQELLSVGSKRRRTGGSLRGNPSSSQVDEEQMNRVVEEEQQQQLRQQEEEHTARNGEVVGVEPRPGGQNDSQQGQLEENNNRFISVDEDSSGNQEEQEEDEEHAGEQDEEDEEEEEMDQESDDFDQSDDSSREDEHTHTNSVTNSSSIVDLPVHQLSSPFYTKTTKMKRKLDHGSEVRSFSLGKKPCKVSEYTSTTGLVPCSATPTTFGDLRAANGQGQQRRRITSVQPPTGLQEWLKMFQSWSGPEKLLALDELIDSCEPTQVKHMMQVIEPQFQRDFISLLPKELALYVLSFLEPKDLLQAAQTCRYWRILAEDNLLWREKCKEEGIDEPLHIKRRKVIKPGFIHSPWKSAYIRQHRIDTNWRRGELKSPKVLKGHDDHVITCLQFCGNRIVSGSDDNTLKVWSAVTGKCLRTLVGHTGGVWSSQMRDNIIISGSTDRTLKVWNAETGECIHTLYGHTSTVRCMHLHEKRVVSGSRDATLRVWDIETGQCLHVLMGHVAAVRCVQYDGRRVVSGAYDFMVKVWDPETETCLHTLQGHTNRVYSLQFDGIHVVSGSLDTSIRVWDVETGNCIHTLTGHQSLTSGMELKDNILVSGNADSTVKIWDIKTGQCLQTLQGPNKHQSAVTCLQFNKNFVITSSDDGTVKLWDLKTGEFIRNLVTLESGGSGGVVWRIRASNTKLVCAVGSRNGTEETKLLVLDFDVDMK
# MITF primary: MITF inhibitors, primary screen, biochemical, AlphaScreen, human; Microphthalmia-associated transcription factor (Homo sapiens), O75030; AlphaScreen MITF homodimerization, bead proximity signal; inhibition, % at 2.6 µM; 0.91% of 650,000 active; in the data active = inhibition above about 50%;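 note: 0% = vehicle wells with protein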
# GPR151 activ: activators of human GPR151, primary screen, cell-based, PathHunter beta-arrestin, luminescence. G-protein coupled receptor 151 (Homo sapiens), Q8TDV0. PathHunter beta-arrestin GPR151 cells. activation, % at 11.2 µM. 1% of 650,000 active. AID 1508602, 2020; in the data active = activation above about 4.9%;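 note: 0% = median of compound wells and 100% = cells with positive control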
# Target sequence (Q8TDV0 whole entry, looked up): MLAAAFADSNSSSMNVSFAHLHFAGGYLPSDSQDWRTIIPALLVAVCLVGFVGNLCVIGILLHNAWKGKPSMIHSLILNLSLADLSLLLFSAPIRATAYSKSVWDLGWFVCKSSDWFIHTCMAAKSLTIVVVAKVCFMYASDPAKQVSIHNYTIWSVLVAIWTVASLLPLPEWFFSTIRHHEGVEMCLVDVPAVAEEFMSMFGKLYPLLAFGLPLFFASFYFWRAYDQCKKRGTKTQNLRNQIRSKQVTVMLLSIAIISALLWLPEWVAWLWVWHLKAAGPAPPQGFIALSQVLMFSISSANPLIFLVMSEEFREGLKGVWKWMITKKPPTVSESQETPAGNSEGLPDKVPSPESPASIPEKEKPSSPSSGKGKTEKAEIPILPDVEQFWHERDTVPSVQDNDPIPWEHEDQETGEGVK
# * = called active by the depositor; & = joins results of further samples.
# Field names: A = TEAD-YAP block; B = FBW7 act; C = MITF primary; D = GPR151 activ
Molecule: CCOC(C(=O)NC(C)CC)(c1ccccc1)c1ccccc1 (stereo unspecified)
  A = -11	B = 0.1	C = -7	D = -0.1
Molecule: CCOC(=O)N1CCc2c(sc(NC(=O)C(C)C)c2C(N)=O)C1
  A = 0	B = 0.0	C = 10	D = 0.2
Molecule: O=C(COc1ccc(Cl)cc1Cl)OCN1C(=O)c2ccccc2C1=O
  A = 1	B = 0.0	C = 15	D = 2.2
Molecule: O=C1c2ccc(Br)cc2C(=O)N1c1ccc(Cl)cc1
  A = -15	B = -0.1	C = -3	D = 0.1
Molecule: NC(=S)c1ccc(-c2ccon2)s1
  A = 8	B = -0.2	C = -8	D = 1.4
Molecule: CCCCNC(=O)NNC(=O)CSc1nc2ccccc2s1
  A = 10	B = 0.1	C = 7	D = 1.5
Molecule: COc1ccccc1OCC(=O)NCCOc1ccc2nnc(-c3ccccc3)n2n1
  A = -17	B = -0.1	C = -15	D = -1.7
Molecule: COCOc1ccc(-c2nc(-c3cccnc3)cnc2N)cc1
  A = -1	B = -0.1	C = 13	D = 2.5
Molecule: CCOc1ccc(C2C(C(=O)Nc3ccc(Br)cn3)=C(C)NC3=C2C(=O)CCC3)cc1 (stereo unspecified)
  A = 3	B = 0.4	C = -8	D = -1.1
Molecule: COC(=O)CNc1ncnc2sc3c(c12)CCCC3
  A = -1	B = 0.0	C = 9	D = 1.0
Molecule: COC(=O)Cc1nc(NC2CCCCC2)c2c(C)c(C)sc2n1
  A = 7	B = -0.1	C = 5	D = -0.3
Molecule: COc1cc(CN2CCC(O)CC2)ccc1OCc1ccccc1
  A = -25	B = -0.3	C = -15	D = -0.5
Molecule: Cc1ccc(NC(=O)CSc2nc3ccccc3c(=O)n2C2CCCC2)cc1Cl
  A = 11	B = -0.1	C = -5	D = 0.1
Molecule: CS(=O)(=O)N(CC(=O)Nc1ccc(C(N)=O)cc1)c1ccccc1F
  A = 7	B = 0.1	C = 4	D = -0.5
Molecule: CN(C(=O)Cn1ncc2c1-c1ccccc1OC2)c1cccc(Cl)c1
  A = 14	B = -0.3	C = 4	D = 1.3
Molecule: COc1ccc(-c2cc(NC(=NCc3ccco3)SC)n[nH]2)c(OC)c1
  A = 24	B = 0.6	C = 10	D = 0.3
Molecule: CNC(=O)/C(C#N)=C/c1cn(CCOc2ccccc2)c2ccccc12
  A = 17	B = -0.3	C = 7	D = 0.2
Molecule: Cc1cccc2cc(C#N)c(SCC(=O)N3CCC(C)CC3)nc12
  A = -1	B = -0.1	C = -9	D = 0.3
Molecule: CCCc1ccc(OCC(=O)Nc2ccc(OC)cc2)cc1
  A = 10	B = 0.0	C = 9	D = 0.2
Molecule: CCCCNc1ccc([N+](=O)[O-])cc1C(=O)Nc1ccccc1
  A = -24	B = 0.4	C = 31	D = 0.8
Molecule: O=C(CC1Sc2ccccc2NC1=O)Nc1cccc([N+](=O)[O-])c1 (stereo unspecified)
  A = 0	B = 0.1	C = 2	D = 0.8
Molecule: COc1ccccc1NC(=O)Cn1cnc2sc(C(=O)Nc3nc4ccccc4s3)c(C)c2c1=O
  A = -15	B = 0.0	C = 20	D = 0.2
Molecule: O=C(CSc1ccc(Cl)cc1)NCCc1ccc(F)cc1
  A = -9	B = 0.0	C = -3	D = 3.0
Molecule: CC(C)c1ccc(-c2csc(NC(=O)c3ccccc3Cl)n2)cc1
  A = 11	B = 0.0	C = -5	D = -1.1
Molecule: NC(=O)CSCc1cc2cccc3c2n(c1=O)CCC3
  A = -8	B = 0.3	C = 1	D = 0.5

# Profiles from above:
# Profile of COc1ccc(-c2cc(NC(=NCc3ccco3)SC)n[nH]2)c(OC)c1 → TEAD-YAP block: 24; FBW7 act: 0.6; MITF primary: 10; GPR151 activ: 0.3
# Profile of Cc1ccc(NC(=O)CSc2nc3ccccc3c(=O)n2C2CCCC2)cc1Cl → TEAD-YAP block: 11; FBW7 act: -0.1; MITF primary: -5; GPR151 activ: 0.1

# 2 of these compounds in a different format.
Molecule,TEAD-YAP block,FBW7 act,MITF primary,GPR151 activ
CS(=O)(=O)N(CC(=O)Nc1ccc(C(N)=O)cc1)c1ccccc1F,7,0.1,4,-0.5
NC(=S)c1ccc(-c2ccon2)s1,8,-0.2,-8,1.4

# Returning to the listing; the two compounds before the break are reprinted first.
# Field names: A = TEAD-YAP block; B = FBW7 act; C = MITF primary; D = GPR151 activ
Molecule: CC(C)c1ccc(-c2csc(NC(=O)c3ccccc3Cl)n2)cc1
  A = 11	B = 0.0	C = -5	D = -1.1
Molecule: NC(=O)CSCc1cc2cccc3c2n(c1=O)CCC3
  A = -8	B = 0.3	C = 1	D = 0.5
Molecule: Cc1ccc(S(=O)(=O)CCC(=O)OCC(=O)NC(N)=O)cc1
  A = -7	B = -0.3	C = -6	D = -0.5
Molecule: Clc1ccc(C2Nc3ccc(Br)cc3C(c3ccccc3)O2)cc1 (stereo unspecified)
  A = 5	B = -0.2	C = -1	D = 2.1
Molecule: CCOc1cc(C=C2C(=O)NC(=O)NC2=O)ccc1OS(=O)(=O)c1ccc(C)cc1
  A = 4	B = -0.3	C = 12	D = 0.4
Molecule: COc1ccc(C2CC(C(F)(F)F)n3nc(C(=O)Nc4cc(C)ccc4O)cc3N2)cc1 (stereo unspecified)
  A = 0	B = 0.1	C = 3	D = -0.7
Molecule: COc1ccccc1NC(=O)Nc1ccc(Cl)cc1
  A = -17	B = 0.1	C = 9	D = -1.0
Molecule: O=C1NCCCCC1Nc1ccc(N2C(=O)C3CCCCC3C2=O)cc1[N+](=O)[O-] (stereo unspecified)
  A = 2	B = -0.2	C = 7	D = 1.3
Molecule: CCCCC(C(=O)Nc1ccccc1C)N1C(=O)C2C3c4ccccc4C(c4ccccc43)C2C1=O (stereo unspecified)
  A = -4	B = 0.1	C = 9	D = 0.1
Molecule: Nc1c(-c2nc(-c3ccccc3F)no2)nnn1-c1ccc(F)cc1F
  A = -22	B = -0.1	C = 7	D = 0.1
Molecule: CCOc1ccc(NS(=O)(=O)c2ccc(N=Cc3c(C)[nH]n(-c4ccc(Cl)cc4)c3=O)cc2)cc1
  A = -7	B = -0.1	C = 3	D = -0.5
Molecule: O=C(O)c1nsnc1-c1cc([N+](=O)[O-])cc([N+](=O)[O-])c1O
  A = -2&-6	B = -0.1&0.2	C = -5&3	D = -0.2&-0.2
Molecule: COc1ccc(CSc2nnnn2-c2ccccc2)cc1[N+](=O)[O-]
  A = 5	B = -0.1	C = -2	D = -0.6
Molecule: Cc1ccc(-c2cc(-c3ccccc3)nc(SCC(=O)Nc3ncccn3)c2C#N)cc1
  A = 7	B = 0.0	C = 10	D = -0.6
Molecule: COC(=O)C1CCCCN1C(=O)C1CC(Cc2ccc(F)cc2)=NO1 (stereo unspecified)
  A = -24	B = 0.1	C = 7	D = 0.4
Molecule: C1=CN2CCC1C(c1ccccc1)C2 (stereo unspecified)
  A = 13	B = -0.1	C = -4	D = 1.1
Molecule: CC(=O)c1cccc(NC(=O)NNC(=O)c2ccccc2F)c1
  A = -7	B = -0.1	C = 2	D = -1.2
Molecule: Cc1oc2cc(OCc3ccc(Cl)cc3)ccc2c(=O)c1Oc1ccccc1
  A = -1	B = 0.2	C = 4	D = -0.5
Molecule: c1ccc2c(c1)nc(NC1CCCCCC1)c1nnnn12
  A = -25	B = -0.1	C = -4	D = -2.2
Molecule: O=C(NC1C2CC3CC(C2)CC1C3)c1cccs1 (stereo unspecified)
  A = 2	B = -0.2	C = -2	D = 0.9
Molecule: O=C(c1cccc([N+](=O)[O-])c1)C(C(=O)N1CCCC1)n1cc(Cl)ccc1=O (stereo unspecified)
  A = 0	B = 0.3	C = -1	D = -0.4
Molecule: CCOc1ccccc1NC(=O)CN1C(=O)C(=O)N(Cc2ccco2)C1=O
  A = 2	B = -0.1	C = -1	D = 0.1
Molecule: COc1cc(NC(=O)c2cccc(-n3cc(NC(=O)CN4CCOCC4)cn3)c2)cc(OC)c1OC
  A = 3	B = -0.1	C = -12	D = 0.2
Molecule: Cc1ccc(N2C(=O)CC(N3CCN/C3=C3/CC/C(=C/c4ccccc4)C3=O)C2=O)cc1 (stereo unspecified)
  A = -1	B = 0.0	C = 5	D = 1.3
Molecule: CC1(C)SC2C(NC(=O)C(N)c3ccccc3)C(=O)N2C1C(=O)O (stereo unspecified)
  A = 14	B = 0.2&0.0	C = -1&8	D = 2.0&-0.7
Molecule: CCOC(=O)C1(Cc2cccc(F)c2)CCN(C(=O)Cc2cccnc2)CC1
  A = -6	B = 0.1	C = 8	D = -0.1
Molecule: CCOC(=O)C1C(=O)C=C(c2ccc(OC)cc2)CC1c1ccc(N(C)C)cc1 (stereo unspecified)
  A = -10	B = -0.8	C = 5	D = 0.0

# Other structures follow.
# Field names: A = TEAD-YAP block; B = FBW7 act; C = MITF primary; D = GPR151 activ
Molecule: Cn1c2c(c(=O)n(C)c1=O)CN(CC1CC1)CN2
  A = 15	B = 0.7	C = 7	D = -0.5
Molecule: Cc1ccc(-n2c(=S)sc3c(=O)n(-c4ccccc4C)c(SCC(=O)O)nc32)c(C)c1
  A = -3	B = -0.1	C = -17	D = 0.0
Molecule: CCOC(=O)c1ccc(Nc2c(CC)c(C)nc3ncnn23)cc1
  A = 1	B = 0.2	C = -7	D = -0.4
Molecule: CC(=O)c1ccc(NC(=O)NCCc2nc3ccccc3[nH]2)cc1
  A = -4	B = -0.1	C = 10	D = 0.2
Molecule: CC(C)=CC1C=C(C)C(C)C(c2ccccc2)C1C(=O)c1ccccc1 (stereo unspecified)
  A = 1	B = -0.2	C = 2	D = 0.6
Molecule: Cc1cc(NC(=O)CSCc2nc(-c3cccc(F)c3)oc2C)no1
  A = -11	B = 0.1	C = -9	D = -0.8
Molecule: CCN(CC)C(=O)CCC(=O)Nc1ccc(C(=O)OC)cc1
  A = -1	B = 0.1	C = 13	D = -1.0
Molecule: CC(=O)NC(=O)c1cc2cc(Cl)ccc2oc1=Nc1cccc(F)c1
  A = -73	B = -0.1	C = 1	D = -1.1
Molecule: CCCCCCOc1ccc(C(=O)Nc2nccs2)cc1
  A = -10	B = 0.2	C = 15	D = -1.9
Molecule: CSc1ccc(CC(=O)Nc2nc3c(Cl)cccc3s2)cc1
  A = -17	B = 0.2	C = 10	D = -0.1
Molecule: COc1cccc(CC2(CO)CCCN(S(=O)(=O)N(C)C)C2)c1 (stereo unspecified)
  A = 5	B = 0.0	C = -10	D = 1.5
Molecule: CCOC(=O)c1sc2nc3c(C)ccc(C)c3cc2c1N
  A = 1	B = -0.1	C = -5	D = 1.2
Molecule: COc1ccc(-c2[nH]c3ccccc3c2SCCN)cc1
  A = -7	B = -0.1	C = 0	D = 0.3
Molecule: CONC(=O)COc1cc(C)nc(-c2ccccc2)n1
  A = -9	B = 0.1	C = 1	D = -1.3
Molecule: Cn1c(=O)cc(SCC(=O)NCc2ccc(F)cc2)c2ccc(Cl)cc21
  A = 6	B = 0.4	C = 17	D = 1.2
Molecule: COc1ccc(NC(=O)c2ccco2)cc1NC(=O)c1cccc(C)c1OC
  A = 18	B = 0.1	C = 10	D = 0.0
Molecule: CCc1ccc(CN2CCc3nnc(C(CC(C)C)NC(C)=O)n3CC2)o1 (stereo unspecified)
  A = 10	B = 0.2	C = -124	D = -1.4
Molecule: COCCNC(=S)NNC(=O)COc1cccc(C(F)(F)F)c1
  A = -10	B = 0.0	C = -4	D = -1.1
Molecule: Cc1ccc(OCC(O)CN2C(=O)N(CN3C(=O)N(CC(O)COc4ccc(C)cc4)C(=O)C3(C)C)C(C)(C)C2=O)cc1 (stereo unspecified)
  A = 5	B = 0.2	C = 9	D = -1.1
Molecule: Cn1c(=O)n(C)c2cc(/C=C\c3[nH]c(=O)[nH]c(=O)c3[N+](=O)[O-])ccc21
  A = 5	B = 0.0	C = 3	D = 0.0
Molecule: CCN1CCN(c2cc(C)c3cc(NC(=O)c4ccc(OC)cc4)ccc3n2)CC1
  A = -6	B = 0.0	C = -4	D = 0.3
Molecule: COc1ccc2c(c1)C(C)=CC(C)(C)N2C(N)=S
  A = 1	B = -1.9	C = 72*	D = 0.7
Molecule: Cc1cccc(N2CCN(C(=O)c3ccc4c(c3)NC(=O)c3ccccc3N4)CC2C)c1 (stereo unspecified)
  A = -4	B = -0.1	C = 1	D = 1.8
Molecule: COc1ccc(C(=O)NC2CC2)cc1OC1CCN(CCCc2ccccc2)CC1
  A = -10	B = -0.1	C = -13	D = 1.8
Molecule: c1ccc(C(c2nnnn2CC2CCCO2)N2CCN(c3ccccc3)CC2)cc1 (stereo unspecified)
  A = 4	B = -0.1	C = -6	D = 0.0

# The listing continues.
# Field names: A = TEAD-YAP block; B = FBW7 act; C = MITF primary; D = GPR151 activ
Molecule: CCC(C(=O)Nc1ccc(C)cc1)n1c2ccccc2c2nc(=O)cc(C)n21 (stereo unspecified)
  A = 11	B = -0.1	C = 5	D = 0.1
Molecule: Cc1ccc(C(=O)Nc2cccnc2)c(Cl)c1
  A = -10	B = -0.2	C = 32	D = -0.2
Molecule: COc1ccc(C)cc1S(=O)(=O)NCCOc1ccc(-c2ccc(F)cc2)nn1
  A = -1	B = 0.2	C = -2	D = 0.5
Molecule: CCOc1ccc(C2C(C(=O)Nc3ccc(F)c(Cl)c3)c3ccccc3C(=O)N2CCN2CCOCC2)cc1 (stereo unspecified)
  A = 7	B = 0.5	C = 2	D = 0.3
